MC4R barr agon: agonists of human melanocortin 4 receptor (MC4R) beta-arrestin; U2OS MC4R beta-arrestin complementation, luminescence; percent of melanotan II response, DMSO zero; AID 540308; activation, % at 8.9 µM; P32245; 360,000 compounds, 0.98% hits;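 active = activation above a per-plate cutoff, the mean activation of sample wells on that plate plus 3 SD, cut at about 8% in these data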
CaV13 FRET inh: Primary screen for inhibitors of IQ motif and Ca2+-dependent inactivation inhibitor domain binding in CACNA1D, Förster resonance energy transfer in living cells, …; AID 743397; HEK cells, CFP/YFP FRET ICDI-IQ, plate reader, 10 min; percent FRET-ratio fall versus neutral wells; inhibition, % at 12.3 µM; 340,000 compounds, 0.098% hits;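 active = mean replicate inhibition of at least 30% and at least 1% of replicates passing that level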;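 also: 0% = median of the neutral control wells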
H9c2 protect: protects H9c2 cardiomyocytes from peroxide injury; protection from H2O2 cell death, % at 20 µM; H2O2 injury protection, ATPLite, 2 h; 360,000 compounds, 0.63% hits; AID 588492;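 active = compounds giving at least 50% protection of heart cells from peroxide-induced death in the single-dose screen, raw or plate-pattern-corrected value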;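 also: 0% = DMSO wells with peroxide and 100% = DMSO wells without peroxide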
aDG glyco act: alpha-DG glycosylation activation. Pro5-aDG cells, alpha-DG glycosylation AlphaScreen (IIH6); 0% Pro5, 100% B10-LARGE cell signal. activation, % at 10 µM. 360,000 compounds, 0.22% hits. AID 624168;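 active = activation of at least 8% versus controls, or a plate z-score of at least 8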;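 also: Pro5 are CHO cells carrying HIG-tagged alpha-DG that lacks glycosylation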
ABCB6 inh MLPCN: human ABCB6 transporter inhibition; fluorescence ratio to DMSO, % at 10 µM; Q9NP58; AID 602162; K562-ABCB6 porphyrin accumulation, flow cytometry, 1 h; hits give low values; 360,000 compounds, 0.19% hits;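 active = fluorescence ratio to DMSO below 75%, the collection mean minus 3 SD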;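 also: signal is porphyrin accumulated inside mitochondria; 100% equals median channel fluorescence of DMSO control wells; lower ratio means ABCB6 inhibition with less porphyrin fluorescence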
Target sequence (Q9NP58 whole entry, looked up): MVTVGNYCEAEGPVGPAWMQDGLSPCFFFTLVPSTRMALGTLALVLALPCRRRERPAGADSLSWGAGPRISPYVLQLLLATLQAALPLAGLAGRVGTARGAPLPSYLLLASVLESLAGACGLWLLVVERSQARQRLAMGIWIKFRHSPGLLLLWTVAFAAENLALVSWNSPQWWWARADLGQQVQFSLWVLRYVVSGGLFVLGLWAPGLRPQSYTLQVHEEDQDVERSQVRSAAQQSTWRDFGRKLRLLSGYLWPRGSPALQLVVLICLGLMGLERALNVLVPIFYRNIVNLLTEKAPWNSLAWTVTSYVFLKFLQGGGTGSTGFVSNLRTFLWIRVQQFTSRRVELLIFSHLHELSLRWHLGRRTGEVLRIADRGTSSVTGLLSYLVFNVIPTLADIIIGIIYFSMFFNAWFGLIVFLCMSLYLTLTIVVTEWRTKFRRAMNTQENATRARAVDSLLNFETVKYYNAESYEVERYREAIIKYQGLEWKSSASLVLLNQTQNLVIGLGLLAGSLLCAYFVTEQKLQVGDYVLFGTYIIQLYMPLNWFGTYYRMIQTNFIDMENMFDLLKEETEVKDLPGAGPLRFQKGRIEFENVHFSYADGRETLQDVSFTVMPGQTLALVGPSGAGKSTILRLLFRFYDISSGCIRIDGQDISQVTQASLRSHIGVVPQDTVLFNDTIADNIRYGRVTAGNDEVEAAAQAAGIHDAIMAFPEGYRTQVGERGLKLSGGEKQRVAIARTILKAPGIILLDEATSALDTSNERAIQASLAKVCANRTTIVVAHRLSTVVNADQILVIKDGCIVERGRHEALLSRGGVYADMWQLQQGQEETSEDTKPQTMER
PDI turbidity: inhibitors of human protein disulfide isomerase; 350,000 compounds, 0.052% hits; P07237; PDI insulin aggregation turbidity, A650, 90 min; AID 588391; inhibition, % at 10 µM;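 active = mean inhibition across replicates of 30% or more, whatever share of single replicates reach that level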;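 also: absorbance from insulin aggregation driven by PDI reduction with DTT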
Vif imaging: HIV Vif inhibition. inhibition, % at 7.49 µM. 340,000 compounds, 0.35% hits. HEK293T cells, Vif self-association by quenched fluorescence, imaging, 24 h; in the data active = inhibition above about 50%, passing the limit was not always enough; also: some results filed as inactive read as strong as hits
MC4R antag cAMP: antagonists of human melanocortin 4 receptor (MC4R); P32245; inhibition, % at 6.5 µM; AID 540295; MC4R-expressing cells, MTII-stimulated cAMP, LANCE TR-FRET; 360,000 compounds, 0.48% hits;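 active = inhibition above its plate's cutoff, the mean of tested wells on that plate plus 3 SD, cut at about 29% in these data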;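 also: 0% = Melanotan II alone and 100% = Melanotan II plus saturating MCL0020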
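Assay system: human MC4R-expressing U2OS cells; reagent: Melanotan II stimulation of cells; dosing: 6.5 µM single dose; timing: compound 30 min, challenge 1 h, detection 1 h; signal: TR-FRET cAMP assay; replicates: one well per compound, no replicates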
Glyco luc inh: blocks N-linked glycosylation in D54 reporter cells. reporter increase, % at 12.5 µM. 360,000 compounds, 0.23% hits. AID 588692. D54 ERlucT glycosylation luciferase reporter, 24 h; percent of 100 nM tunicamycin response;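 active = mean luciferase reporter signal, scaled so untreated is 0 and the glycosylation-blocking control 100, at or above a set limit in every replicate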;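 also: luciferase carries N-glycosylation sites so blocking glycosylation raises the light; 0% = median of neutral control wells and 100% = median of 100 nM tunicamycin wells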
HTR2A ag: mouse HTR2A agonism via beta-arrestin recruitment. P35363. CHO-K1 mHTR2A beta-arrestin complementation, luminescence; percent of 30 µM serotonin response. activation, % at 7.6 µM. 360,000 compounds, 0.66% hits. AID 624169;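 active = activation above a run cutoff, the mean activation of all tested compounds plus 3 SD, cut at about 14% in these data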;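 also: 0% = plate median of compound wells and 100% = 30 µM serotonin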
The depositor's hits bear a star.

For COc1ccc(C(F)(F)F)cc1N/C=C/c1nnnn1-c1ccc(C)cc1 the results were MC4R barr agon 0.2, CaV13 FRET inh -12, H9c2 protect -4, aDG glyco act -0.1, ABCB6 inh MLPCN 101, PDI turbidity 3, Vif imaging 5, MC4R antag cAMP 5, Glyco luc inh -1 and HTR2A ag 0.
Screening CN(c1ccc(OC(=O)c2ccc(-n3cncn3)c([N+](=O)[O-])c2)cc1)S(=O)(=O)c1ccccc1 returned MC4R barr agon 5.2, CaV13 FRET inh -6, H9c2 protect 26, aDG glyco act -0.1, ABCB6 inh MLPCN 100, PDI turbidity -6, Vif imaging -7, MC4R antag cAMP 28, Glyco luc inh -2 and HTR2A ag 10.
CCN(CC)CCCNC(=O)Cn1ncn2cccc2c1=O was read as MC4R barr agon -1.9, CaV13 FRET inh -4, H9c2 protect -2, aDG glyco act 0.6, ABCB6 inh MLPCN 95, PDI turbidity 7, Vif imaging -4, MC4R antag cAMP 0, Glyco luc inh 1 and HTR2A ag 3.
Cc1cccc(-n2ncc3c(Nc4ccc(F)cc4)ncnc32)c1 was read as MC4R barr agon 3.0, CaV13 FRET inh -6, H9c2 protect -27, aDG glyco act 0.0, ABCB6 inh MLPCN 97, PDI turbidity -1, Vif imaging -12, MC4R antag cAMP 4, Glyco luc inh -5 and HTR2A ag 2.
`O=C(Nc1ccccc1N1CCCCC1)c1ncoc1-c1ccc(F)cc1` gave MC4R barr agon -1.2, H9c2 protect -2, aDG glyco act -0.2, ABCB6 inh MLPCN 99, PDI turbidity 0, Vif imaging 10, MC4R antag cAMP 2, Glyco luc inh 2 and HTR2A ag 2.
`CN(C)C(CNC(=O)c1cc(S(=O)(=O)N(C)c2ccccc2)ccc1Cl)c1ccccc1` (stereo unspecified) gave MC4R barr agon -1.0, CaV13 FRET inh -14, H9c2 protect -6, aDG glyco act 0.7, ABCB6 inh MLPCN 88, PDI turbidity 0, Vif imaging 2, MC4R antag cAMP -3, Glyco luc inh -3 and HTR2A ag -3.
For N#CC1=C(N)C(C#N)(C#N)C(c2ccc[nH]2)C2CCCC=C12 (stereo unspecified) the results were MC4R barr agon -1.4, CaV13 FRET inh -10, H9c2 protect 7, aDG glyco act 0.0, ABCB6 inh MLPCN 103, PDI turbidity -2, Vif imaging -4, MC4R antag cAMP -7, Glyco luc inh 0 and HTR2A ag 1.
Cc1ccc(S(=O)(=O)N2CCOCC2)cc1C(=O)N1CCOCC1 was read as MC4R barr agon -1.1, CaV13 FRET inh -4, H9c2 protect -2, aDG glyco act -0.2, ABCB6 inh MLPCN 98, PDI turbidity -5, Vif imaging -2, MC4R antag cAMP 0, Glyco luc inh 0 and HTR2A ag 5.
Screening Cc1cc(C(=O)Nc2ccccc2Cl)c2ccccc2n1 returned MC4R barr agon -1.0, CaV13 FRET inh 0, H9c2 protect 4, aDG glyco act 0.0, ABCB6 inh MLPCN 99, PDI turbidity 3, Vif imaging 2, MC4R antag cAMP 10, Glyco luc inh 2 and HTR2A ag 0.
For CC(=O)Nc1nc(CC(C)C)cc(-c2ccccc2)c1C#N the results were MC4R barr agon 1.6, CaV13 FRET inh -19, H9c2 protect 0, aDG glyco act 0.0, ABCB6 inh MLPCN 100, PDI turbidity 1, Vif imaging 0, MC4R antag cAMP 19, Glyco luc inh -1 and HTR2A ag 2.
For CCCC(=O)Nc1c(-c2ccc(OC)cc2)c(=O)c2ccccc2n1C the results were MC4R barr agon -0.8, CaV13 FRET inh -6, H9c2 protect 4, aDG glyco act 0.1, ABCB6 inh MLPCN 107, PDI turbidity -3, Vif imaging 16, MC4R antag cAMP 8, Glyco luc inh 0 and HTR2A ag 0.
Screening CCCn1nc(C(=O)NC2CCCC2)c2ccccc2c1=O returned MC4R barr agon -0.3, CaV13 FRET inh -3, H9c2 protect 17, aDG glyco act 0.0, ABCB6 inh MLPCN 101, PDI turbidity 8, Vif imaging 3, MC4R antag cAMP 13, Glyco luc inh 1 and HTR2A ag -4.
O=C(NN=C(Cc1ccccc1)Cc1ccccc1)c1ccc(F)cc1 was read as MC4R barr agon -1.2, CaV13 FRET inh -8, H9c2 protect -4, aDG glyco act -0.4, ABCB6 inh MLPCN 95, PDI turbidity 15, MC4R antag cAMP -3, Glyco luc inh 0 and HTR2A ag -7.
Screening CCOc1ccc(NC(=O)CCC(=O)NNC(=O)COc2ccc(C)cc2Br)cc1 returned MC4R barr agon 5.7, CaV13 FRET inh -5, H9c2 protect -9, aDG glyco act 0.0, ABCB6 inh MLPCN 97, PDI turbidity 1, Vif imaging -13, MC4R antag cAMP 7, Glyco luc inh 9 and HTR2A ag 9.
Cc1cc(C)c2nc(N3CCCN(C(=O)c4ccco4)CC3)c(C#N)cc2c1 was read as MC4R barr agon -1.7, CaV13 FRET inh -3, H9c2 protect -4, aDG glyco act 0.0, ABCB6 inh MLPCN 101, PDI turbidity 12, Vif imaging 3, MC4R antag cAMP 14, Glyco luc inh 5 and HTR2A ag 3.
Screening CNc1[nH]c(=O)[nH]c(=O)c1N=Nc1cc(Cl)ccc1Cl returned MC4R barr agon -1.7, CaV13 FRET inh -3, H9c2 protect 2, aDG glyco act 0.0, ABCB6 inh MLPCN 98, PDI turbidity 1, Vif imaging 0, MC4R antag cAMP -7, Glyco luc inh 3 and HTR2A ag 2.
For CCC(C(=O)NC1CCCC1)N(C(=O)Cn1nnc(-c2ccc(C)o2)n1)c1cccc(OC)c1 (stereo unspecified) the results were MC4R barr agon 2.3, CaV13 FRET inh -7, H9c2 protect 1, aDG glyco act -0.1, ABCB6 inh MLPCN 97, PDI turbidity -9, Vif imaging 4, MC4R antag cAMP 3, Glyco luc inh -2 and HTR2A ag 7.
Cc1ncoc1C(=O)N1CCCC(CCC(=O)NCc2ccc(F)c(F)c2)C1 (stereo unspecified) was read as MC4R barr agon -1.1, CaV13 FRET inh -4, H9c2 protect 1, aDG glyco act -0.1, ABCB6 inh MLPCN 99, PDI turbidity 0, Vif imaging 2, MC4R antag cAMP 3, Glyco luc inh -1 and HTR2A ag 4.
C/C(=N\NC(=O)Cc1cccn1C)c1cccc2ccccc12 was read as MC4R barr agon 3.5, H9c2 protect -3, aDG glyco act -0.1, ABCB6 inh MLPCN 95, PDI turbidity -4, Vif imaging 6, MC4R antag cAMP -1, Glyco luc inh 0 and HTR2A ag 2.
`Cc1ccc(C(=O)NCC(=O)NCc2cc(=O)n(C)c(=O)n2C)cc1` gave MC4R barr agon -2.4, CaV13 FRET inh -2, H9c2 protect 1, aDG glyco act -0.2, ABCB6 inh MLPCN 102, PDI turbidity -5, Vif imaging -2, MC4R antag cAMP 5, Glyco luc inh 3 and HTR2A ag 2.

The final 2 records of the section above are carried over, then new ones follow:
C/C(=N\NC(=O)Cc1cccn1C)c1cccc2ccccc12 was read as MC4R barr agon 3.5, H9c2 protect -3, aDG glyco act -0.1, ABCB6 inh MLPCN 95, PDI turbidity -4, Vif imaging 6, MC4R antag cAMP -1, Glyco luc inh 0 and HTR2A ag 2.
`Cc1ccc(C(=O)NCC(=O)NCc2cc(=O)n(C)c(=O)n2C)cc1` gave MC4R barr agon -2.4, CaV13 FRET inh -2, H9c2 protect 1, aDG glyco act -0.2, ABCB6 inh MLPCN 102, PDI turbidity -5, Vif imaging -2, MC4R antag cAMP 5, Glyco luc inh 3 and HTR2A ag 2.
`CC1CCN(S(=O)C23CC4CC(CC(C4)C2)C3)CC1` (stereo unspecified) gave MC4R barr agon -0.2, CaV13 FRET inh -6, H9c2 protect 6, aDG glyco act 0.0, ABCB6 inh MLPCN 99, PDI turbidity 4, Vif imaging -2, MC4R antag cAMP 4, Glyco luc inh -1 and HTR2A ag -2.
Screening CCc1nnc(NC(=O)CCC(=O)N2CCCC2)s1 returned MC4R barr agon -0.3, CaV13 FRET inh -3, H9c2 protect 7, aDG glyco act -0.1, ABCB6 inh MLPCN 89, PDI turbidity 5, Vif imaging 6, MC4R antag cAMP 2, Glyco luc inh -1 and HTR2A ag 1.
Screening O=C(CCc1ccc(S(=O)(=O)N2CCOCC2)cc1)Nc1ccc(F)cc1[N+](=O)[O-] returned MC4R barr agon -0.8, CaV13 FRET inh -5, H9c2 protect 1, aDG glyco act -0.4, ABCB6 inh MLPCN 105, PDI turbidity 2, Vif imaging 43, MC4R antag cAMP 4, Glyco luc inh 1 and HTR2A ag -3.
For Cc1cccc2sc(NC(=O)CN3C(=O)C4CC=CCC4C3=O)nc12 (stereo unspecified) the results were MC4R barr agon 1.2, CaV13 FRET inh -2, H9c2 protect -4, aDG glyco act -0.2, ABCB6 inh MLPCN 97, PDI turbidity 7, Vif imaging 0, MC4R antag cAMP -6, Glyco luc inh 3 and HTR2A ag 3.
COc1c(Cl)cc(Cl)cc1C(=O)Nc1ccc(CN2CCOCC2)cc1 was read as MC4R barr agon -0.9, CaV13 FRET inh 12, H9c2 protect 3, aDG glyco act 0.1, ABCB6 inh MLPCN 95, PDI turbidity 17, Vif imaging -1, MC4R antag cAMP 0, Glyco luc inh -2 and HTR2A ag 2.
`CC(C)C(=O)N[C@@H]1c2ccccc2CC[C@H]1OCc1ccccc1` gave MC4R barr agon 0.3, CaV13 FRET inh -5, H9c2 protect -5, aDG glyco act 0.7, ABCB6 inh MLPCN 97, PDI turbidity 4, Vif imaging 7, MC4R antag cAMP 16, Glyco luc inh 1 and HTR2A ag -4.
`Nc1ccccc1CNc1nc(NCCO)nc2c1ncn2CCN1CCOCC1` gave MC4R barr agon -0.1, CaV13 FRET inh -1, H9c2 protect 7, aDG glyco act 0.1, ABCB6 inh MLPCN 103, PDI turbidity 0, Vif imaging -3, MC4R antag cAMP 1, Glyco luc inh 1 and HTR2A ag 5.
Cc1cccc(NC(=O)c2ccc(NCC3CCCO3)c([N+](=O)[O-])c2)n1 (stereo unspecified) was read as MC4R barr agon -2.9, CaV13 FRET inh -2, H9c2 protect 18, aDG glyco act -0.5, ABCB6 inh MLPCN 95, PDI turbidity -1, Vif imaging 5, MC4R antag cAMP -9, Glyco luc inh -1 and HTR2A ag -3.
For COc1ccccc1C(=O)C1CCCN(Cc2cn[nH]c2C2CCCCC2)C1 (stereo unspecified) the results were MC4R barr agon -0.7, CaV13 FRET inh -3, H9c2 protect 0, aDG glyco act -0.1, ABCB6 inh MLPCN 99, PDI turbidity -6, Vif imaging -2, MC4R antag cAMP -8, Glyco luc inh -2 and HTR2A ag -5.
Screening C/C=C/c1ccc(OCC(O)CN2CCCCC2CC)c(OC)c1 (stereo unspecified) returned MC4R barr agon -1.5, CaV13 FRET inh 4, H9c2 protect 7, aDG glyco act 1.7, ABCB6 inh MLPCN 90, PDI turbidity -4, Vif imaging -2, MC4R antag cAMP -2, Glyco luc inh -1 and HTR2A ag 4.
Screening CCn1c(-c2ccc3[nH]c(C)c(C)c3c2)n[nH]c1=S returned MC4R barr agon -1.4, CaV13 FRET inh -8, H9c2 protect -2, aDG glyco act 0.2, ABCB6 inh MLPCN 268, PDI turbidity -8, Vif imaging -4, MC4R antag cAMP 4, Glyco luc inh 0 and HTR2A ag -3.
